# Screens as filed in PubChem.
# PKA inh – blocks human protein kinase A activity | AID 524 | inhibition, % at 6 µM | PKA Kemptide phosphorylation, Kinase-Glo ATP luminescence | P17612 | 65,000 tested, 0.1% active;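 active = inhibition above the screen-wide mean inhibition plus 3 SD, cut at about 21% in these data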; note: many of its hits are not listed in these tables
# Cdc25B block – human M-phase inducer phosphatase 2 inhibition; P30305; recombinant Cdc25B, OMFP fluorescence Ex485/Em525; inhibition, %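 (compounds tested at 10 µM final in the well)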; 65,000 tested, 0.1% active; AID 368; in the data active = inhibition above about 50%
# ROCK2 inh – ROCK2 (human) kinase inhibition | purified ROCK2, Kinase-Glo ATP depletion luminescence | 60,000 tested, 0.35% active | O75116 | inhibition, % at 6 µM | AID 604;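 active = inhibition above the screen-wide mean inhibition plus 3 SD, cut at about 18% in these data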;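 note: plate controls were DMSO wells for no effect and Y-27632 control wells after no-enzyme background subtraction for full effect; many of its hits are not listed in these tables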
# Target sequence (O75116 whole entry, looked up): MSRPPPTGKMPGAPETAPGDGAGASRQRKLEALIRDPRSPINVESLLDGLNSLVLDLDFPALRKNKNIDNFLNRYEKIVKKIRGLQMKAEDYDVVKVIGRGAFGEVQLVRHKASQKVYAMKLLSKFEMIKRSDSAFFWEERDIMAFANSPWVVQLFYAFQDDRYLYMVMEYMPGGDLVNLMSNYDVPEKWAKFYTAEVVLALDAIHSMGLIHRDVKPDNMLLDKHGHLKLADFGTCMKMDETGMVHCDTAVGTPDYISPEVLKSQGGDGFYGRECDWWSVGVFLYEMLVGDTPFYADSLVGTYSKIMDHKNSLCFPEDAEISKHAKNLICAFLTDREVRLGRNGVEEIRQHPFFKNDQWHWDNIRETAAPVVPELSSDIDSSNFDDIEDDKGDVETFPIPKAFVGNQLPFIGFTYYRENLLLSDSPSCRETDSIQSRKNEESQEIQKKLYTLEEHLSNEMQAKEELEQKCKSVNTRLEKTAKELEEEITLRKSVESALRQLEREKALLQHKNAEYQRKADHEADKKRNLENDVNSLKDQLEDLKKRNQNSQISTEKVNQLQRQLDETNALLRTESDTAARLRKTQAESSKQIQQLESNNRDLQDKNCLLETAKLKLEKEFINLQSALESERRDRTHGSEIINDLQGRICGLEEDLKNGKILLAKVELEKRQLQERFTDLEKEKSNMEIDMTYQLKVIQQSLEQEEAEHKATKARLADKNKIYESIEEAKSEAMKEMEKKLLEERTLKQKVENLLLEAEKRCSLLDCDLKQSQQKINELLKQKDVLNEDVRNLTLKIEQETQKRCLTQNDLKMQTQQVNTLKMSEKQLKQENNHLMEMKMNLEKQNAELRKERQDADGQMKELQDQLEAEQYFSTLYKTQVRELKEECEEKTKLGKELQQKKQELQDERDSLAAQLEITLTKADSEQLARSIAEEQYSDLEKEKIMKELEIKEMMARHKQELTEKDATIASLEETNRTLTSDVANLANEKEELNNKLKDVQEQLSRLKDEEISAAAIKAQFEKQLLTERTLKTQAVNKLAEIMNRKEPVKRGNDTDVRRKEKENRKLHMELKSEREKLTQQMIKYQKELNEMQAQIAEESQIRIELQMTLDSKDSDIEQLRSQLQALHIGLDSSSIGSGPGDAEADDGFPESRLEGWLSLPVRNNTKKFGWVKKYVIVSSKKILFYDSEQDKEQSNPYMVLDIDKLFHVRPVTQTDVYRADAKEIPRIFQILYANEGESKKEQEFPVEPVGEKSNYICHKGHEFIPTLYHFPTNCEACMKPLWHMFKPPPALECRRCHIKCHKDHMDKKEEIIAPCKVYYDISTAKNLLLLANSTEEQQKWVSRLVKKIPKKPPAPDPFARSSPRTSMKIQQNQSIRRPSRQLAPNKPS
# Autofluor 339 – intrinsic fluorescence of library compounds, ex339/em460 – biochemical, MLSMR library, data from DPM-DC assay, artefact control, profiling panel | fluorescence fold increase at 10 µM | 65,000 tested, 5.5% active | compound autofluorescence, ex339/em460 nm, NADH buffer; active compounds read high; 1 = no-compound wells, NADH background;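 active = at 10 µM, mean starting fluorescence two-fold or more over control wells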;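 note: signal is the first read of a kinetic run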
# Hsp90 block – displaces geldanamycin probe from tumor Hsp90; P07900; 64,000 tested, 0.35% active; inhibition, % at 30 µM; AID 429; NCI-N417 lysate Hsp90, Cy3B-geldanamycin FP displacement;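 active = inhibition above 50%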;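 note: 0% = tracer plus lysate wells and 100% = tracer alone without lysate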
# A340 absorber – compound absorbs light at 340 nm; 65,000 tested, under 10 active; compound absorbance at 340 nm, fold over control; AID 708; fold change at 10 µM;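 active = at 10 µM dose, initial 340 nm absorbance at least 2 fold that of control wells; inactive = change under 2 fold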;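 note: initial absorbance extrapolated from kinetic A340 decline of NADH oxidation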
# JNK3 inh – JNK3 (human) kinase inhibition. 60,000 tested, 0.61% active. purified JNK3 kinase activity, HTS. inhibition, % at 8 µM; in the data active = inhibition above about 17%;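 note: 0% = DMSO and 100% = reference inhibitor; many of its hits are not listed in these tables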
# Her2 expr inh – inhibitors of human Her2 kinase expression | HER2 level % of control, % at 10 µM | SKBR-3 HER2 protein level, AlphaScreen, 18-24 h; active compounds read low | 65,000 tested, 0.69% active | AID 645;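 active = HER2 level under 5% of the carrier-only control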;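 note: 100% = DMSO carrier and 0% = 500 nM PU-H71 HSP90 inhibitor; lower value means stronger loss of Her2 protein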
# DUSP1 inh – human dual specificity phosphatase 1 inhibition | P28562 | recombinant MKP-1, OMFP hydrolysis fluorescence | inhibition, %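 (compounds tested at a single concentration somewhere between 10 and 100 µM)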 | 65,000 tested, 0.15% active;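 active = inhibition above about 50%, limit read from the data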;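 note: 0% = DMSO max control wells and 100% = wells with enzyme stopped by NaOH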
# * = called active by the depositor; / = not tested or not shown. A portion of the library; the hit share may differ from the screen's.
SMILES,PKA inh,Cdc25B block,ROCK2 inh,Autofluor 339,Hsp90 block,A340 absorber,JNK3 inh,Her2 expr inh,DUSP1 inh
CSc1ccccc1NC(=O)CN(c1cc(C)cc(C)c1)S(C)(=O)=O,0,-4,3,1.1,-5,1,0,134,8
O=C(OCC(=O)N1CCc2ccccc21)c1ccccc1,14,3,3,1.1,-1,0.99,1,94,-11
CN(C)c1cccc(C(=O)n2cc(C(=O)c3cc(F)ccc3O)cn2)c1,2,-10,5,1.2,0,1,9,99,11
O=C(COc1cccc(C(F)(F)F)c1)Nc1ccc(S(=O)(=O)N2CCCC2)cc1,5,-1,1,1.1,-1,1,0,93,16
O=C(CS(=O)(=O)Cc1ccccc1)N1CCN(C(=O)c2ccco2)CC1,7,-8,1,1.1,0,0.99,-1,88,6
Cc1nnc(SCCc2ccccc2)[nH]c1=O,9,4,1,1.1,-4,1,0,104,-11
c1coc(-c2nc3c4c5c(sc4ncn3n2)CCCC5)c1,4,-3,6,1.1,4,1.1,1,55,2
N#C/C=C\Oc1ccc(Cl)cc1N,6,1,/,1.1,0,1,/,108,23
O=C(NC1CCS(=O)(=O)C1)c1cnccn1 (stereo not drawn),-3,-9,/,1.1,-2,1,/,125,26
CCOC(=O)c1cnc(SC2CC(=O)N(c3cccc(OC)c3)C2=O)nc1N (stereo not drawn),-1,-18,2,1.1,2,1,-4,151,-1
CC(C)=C1SC(N2CCN(Cc3ccccc3)CC2)=NC1=O,3,-6,0,1.1,-3,1,-2,38,-3
Cc1ccc(-n2nc3ccc(N)cc3n2)cc1,-2,8,-5,2.1*,19,1.1,1,62,8
O=C(c1ccc2c(c1)C(=O)N(c1ccc(Cl)cc1)C2=O)N1CCN(c2ccccn2)CC1,13,-17,6,1,-2,1,0,80,25
O=C(CN1C(=O)CCC1=O)Nc1nc(-c2nc3ccccc3s2)cs1,5,0,2,2.1*,-3,1.1,3,64,4
Cc1nnc(NC(=O)c2oc3cc(C)c(C)cc3c2C)s1,3,-10,-2,1.2,0,1,7,89,7
CCC(=O)OCC(=O)c1c(N)n(Cc2ccccc2)c(=O)n(C)c1=O,4,0,0,1.1,-6,1,5,100,20
Clc1ccc2c(N3CCCC3)ccnc2c1,0,1,-3,0.98,2,1.2,-9,132,5
Cc1ccc(CCn2c3c(c4ccccc42)CN(C)CC3)cn1,6,-10,2,1.1,-1,1,1,120,8
COc1ccc(-c2cc(=O)oc3c(C)c(O)c(CN(C)C)cc23)cc1,-3,-4,1,2.4*,-2,1.1,-1,102,24
COc1cc(OC)cc(C(=O)NC2CCN(Cc3nnnn3Cc3cccs3)CC2)c1,-2,-7,/,1.1,-5,1,/,119,30
CC(=O)Nc1ccc(NC(=O)CSc2nnc(C3CC3)n2C)cc1,-2,-24,5,1.1,0,1,-6,90,-17
CCc1nc(SCC(=O)Nc2ccccc2C(=O)OC)n[nH]1,7,0,4,1.1,0,1.1,-1,94,11
Cc1cc(NS(=O)(=O)Cc2ccccc2)cc(C)c1OCC(=O)N1CCOCC1,3,0,5,1.1,-2,0.99,4,114,-8
Cn1c(SCC(=O)O)nnc1C1CCCCC1,4,-14,1,1,0,0.98,4,103,-9
CCCS(=O)(=O)N1CCCC(C(=O)N2CCN(c3ccccc3)CC2)C1 (stereo not drawn),-6,6,0,1.1,4,0.99,-1,102,9

# With a hit mark in Autofluor 339 (from the list above):
Molecule	PKA inh	Cdc25B block	ROCK2 inh	Autofluor 339	A340 absorber	JNK3 inh	Her2 expr inh	DUSP1 inh
Cc1ccc(-n2nc3ccc(N)cc3n2)cc1	-2	8	-5	2.1*	1.1	1	62	8
O=C(CN1C(=O)CCC1=O)Nc1nc(-c2nc3ccccc3s2)cs1	5	0	2	2.1*	1.1	3	64	4
COc1ccc(-c2cc(=O)oc3c(C)c(O)c(CN(C)C)cc23)cc1	-3	-4	1	2.4*	1.1	-1	102	24

# Part of the list above, reduced to Her2 expr inh:
mol	Her2 expr inh
O=C(c1ccc2c(c1)C(=O)N(c1ccc(Cl)cc1)C2=O)N1CCN(c2ccccn2)CC1	80
COc1ccc(-c2cc(=O)oc3c(C)c(O)c(CN(C)C)cc23)cc1	102
O=C(COc1cccc(C(F)(F)F)c1)Nc1ccc(S(=O)(=O)N2CCCC2)cc1	93

# Next section.
SMILES,PKA inh,Cdc25B block,ROCK2 inh,Autofluor 339,Hsp90 block,A340 absorber,JNK3 inh,Her2 expr inh,DUSP1 inh
COC(=O)c1cc2oc(C)cc2n1CC(=O)Nc1ccc(OC)c(OC)c1OC,2,-13,2,1.1,0,1,-2,94,8
COc1ccc(N2CCN(CC(=O)Nc3nnc(-c4ccccc4)s3)CC2)cc1,-4,13,-3,1.1,-12,1.1,-2,104,8
Cc1cc(C)c(NC(=O)OCCN2CCOCC2)c(C)c1,4,-20,8,1.1,3,1,-2,92,-23
O=C(c1cccs1)N1CCN(C2CCCCC2)CC1,11,-6,5,1,6,1.1,-1,95,-10
COc1cccc(C(=O)OCCN2C(=O)c3ccccc3C2=O)c1OC,3,-1,5,1,1,1,3,103,5
COC(=O)c1c(NC(C)=O)sc2c1CCCC2,5,9,2,1.2,-1,1,5,76,-2
CCN(CC)Cc1nc2c(c(=O)[nH]1)C1(CCCCC1)Cc1ccccc1-2,2,-9,-1,1.1,-3,0.97,2,98,-11
CCOC(=O)C1CCN(C(=O)CCn2c(=O)[nH]c3ccccc3c2=O)CC1,8,-9,4,1.1,0,0.99,-7,142,17
COc1ccc(CCN2C(=O)c3cccnc3C2=O)cc1OC,8,-3,5,1,0,0.98,3,126,-20
COc1cc(Cl)c(C)cc1NC(=O)CSc1nnc(-c2cccnc2)n1Cc1ccco1,-2,-21,/,1.1,/,1,/,117,9
O=C(CCC1COc2ccccc2O1)Nc1ccccn1 (stereo not drawn),9,1,6,1.1,-6,1,2,106,22
Cc1cccc(C)c1NC(=O)C1(N2CCN(C(=O)c3ccco3)CC2)CCCCC1,5,26,3,1,-3,0.99,-4,71,3
COc1ccccc1Nc1nc(N)nc(CN2CCCCCC2)n1,4,5,4,1.1,-13,1,7,110,4
Cc1cc(O)c(C=Nc2cccc(Cl)c2)c(=O)o1,12,-6,4,0.5,-3,1,1,76,-1
COC(=O)[C@H](C)NC(=O)Nc1ccccc1F,5,2,0,1.1,-2,1.1,-6,80,-21
CCCNC(=O)C1CC(=O)N(c2ccc(OCC(=O)Nc3cc(C)cc(C)c3)cc2)C1 (stereo not drawn),7,-34,7,1.1,-3,0.99,-5,79,1
CCN1CCN(C(=O)C2CCN(C(=O)c3cc4sccc4n3CC)CC2)CC1,8,2,7,1,-4,0.98,0,107,-6
Cc1ccc2nc3c(c(C(=O)O)c2c1)CCC3,-3,-19,-6,1.1,0,0.99,-4,125,-28
c1coc(-c2ncc[nH]2)c1,3,2,4,1.1,-2,1,5,125,-11
N#CC1=C(N)OC2=C(C(=O)CCC2)C1c1ccsc1 (stereo not drawn),3,-9,3,1,1,1,-1,101,2
Cc1c(NC(=O)NC(=O)c2ccc(F)cc2)c(=O)n(-c2ccccc2)n1C,0,-3,2,1.1,-4,1,3,93,9
CCOC(=O)c1c(NC(=O)CN2CCOCC2)sc2c1CCCC2=O,8,-6,6,1.1,-1,1.1,0,88,11
CCOC(=O)Cc1csc(NC(=O)CSc2nnc(C)n2C)n1,5,1,1,1,-4,1,3,85,-5
O=C(NC1CCCC1)c1cccnc1N1CCCCCC1,9,-22,4,1,-1,1.1,34*,55,8
CCOC(=O)c1oc2ccccc2c1CSc1nnc(-c2ccco2)o1,9,3,7,1.1,-1,0.88,-1,99,20

# Remaining list, next part
SMILES,PKA inh,Cdc25B block,ROCK2 inh,Autofluor 339,Hsp90 block,A340 absorber,JNK3 inh,Her2 expr inh,DUSP1 inh
Cn1c(=O)cc(OCC(=O)N2CCCc3ccccc32)c2ccccc21,0,-5,4,1.1,-1,1,4,93,22
CN(C)S(=O)(=O)c1ccc(C(=O)N2CCN=C2SCc2cccnc2)cc1,13,-4,8,1.1,0,1,-1,91,-2
O=C(CC(NS(=O)(=O)c1ccc(Cl)cc1)c1ccco1)NCc1cccnc1 (stereo not drawn),1,-19,-1,1.1,0,1.1,-2,100,-11
Cc1cc(NC(=O)CSc2nnc(COc3ccccc3)n2Cc2ccco2)no1,2,-11,-2,1.1,2,0.99,-7,112,-1
CC(OC(=O)c1nsc(Cl)c1Cl)C(=O)NCc1cccs1 (stereo not drawn),7,-19,3,1,-6,1,4,91,0
O=C(COC(=O)c1ccccc1)NCC1CCCO1 (stereo not drawn),4,22,6,1,-2,0.99,0,87,6
O=C(CSc1cc(Cl)ccc1Cl)NCC1CCCO1 (stereo not drawn),0,2,4,1.1,-2,1,-2,101,20
O=C(CN1CCCC1)Nc1ccc(NC(=O)Nc2ccccc2Cl)cc1,6,2,2,1,2,0.98,-3,77,0
CCN(CC)CCCN1C(=O)C(=O)/C(=C(/O)c2c(C)nc3ccccn23)C1c1ccc(C)o1 (stereo not drawn),11,1,4,1.1,-17,1.1,-3,90,-10
c1coc(CNc2c3c(nc4ccccc24)CCC3)c1,7,-1,3,1.2,-13,1.1,-5,62,9
COC(=O)C1=C(C)NC(=O)CC1c1ccc(F)c(Br)c1 (stereo not drawn),6,0,5,1.1,-5,1,3,94,-1
Cc1ccc(C)c(Cn2nnc3c(=O)[nH]c(C4CCCN(C(=O)C5CCCCC5)C4)nc32)c1 (stereo not drawn),13,15,5,1.1,-5,1,1,77,33
CC(=O)Nc1ccc(OC(=O)c2cccs2)cc1,4,-2,7,1.1,1,1,-6,89,3
COC(=O)c1cnn(C(=O)c2cc(OC)ccc2Br)c1N,2,3,1,0.77,-4,1.1,-6,100,39
CNc1oc(-c2ccccc2Cl)nc1C#N,-2,-2,0,1.5,-4,1.1,-8,88,-10
O=C(O)CSC12CC3CC(C1)CC(C(=O)O)(C3)C2,-6,-13,-2,1.1,2,1.1,-2,112,-9
COc1cccc(C2CC(c3ccccc3C)n3nc(N)nc3N2)c1 (stereo not drawn),8,-3,7,1.1,-1,1,-5,99,10
CCc1ccc2oc(=O)cc(CN3CCOCC3)c2c1,16,0,3,1.2,-3,1.1,5,109,13
COC(=O)C1=C(C)N=c2s/c(=C/c3cccs3)c(=O)n2C1c1cccs1 (stereo not drawn),1,-7,4,1.1,0,1,1,127,-17
CCCc1nc2ccccc2c(C(=O)OC2CCOC2=O)c1CC (stereo not drawn),15,23,6,1.1,-3,0.97,1,92,5
CCSc1nnc(-c2cccc(S(=O)(=O)N(C)C)c2)n1-c1cc(OC)ccc1OC,2,-5,1,1.1,-4,1,0,98,32
Cc1ccccc1-n1c(-c2cccnc2)n[nH]c1=S,-1,-7,1,1.1,0,1.1,5,103,0
O=C(COc1ccccc1Cl)N1CCCC1,-1,-2,2,1.1,-3,1,-10,123,0
CCn1c(CNc2ccc(OC)cc2)nnc1SCC(=O)c1ccc(OC)cc1,6,5,-6,1,6,1,-8,144,17
CC1(C)CC(=O)C2=C(C1)N(CC1CCCO1)C(=O)C2(NC(=O)c1cccnc1)C(F)(F)F (stereo not drawn),5,0,7,1.1,-2,1,2,85,-13

# The list goes on:
SMILES,PKA inh,Cdc25B block,ROCK2 inh,Autofluor 339,Hsp90 block,A340 absorber,JNK3 inh,Her2 expr inh,DUSP1 inh
O=C(Nc1cccc(Cl)c1)Nc1ccc2c(c1)OCO2,11,-1,8,1.1,15,1.1,-3,110,1
CCOc1ccc(OCc2ccc(C(=O)O)o2)cc1,9,-19,6,1.2,-4,0.99,-5,81,0
O=C1C2CC=C(Cl)CC2C(=O)N1CNc1ccccn1 (stereo not drawn),4,7,-9,1,-1,1,-3,83,-11
CCOC(=O)N1CCC(NC(=O)CN2C(=O)COc3ccc(C(C)(C)C)cc32)CC1,-2,-5,0,1,-3,1,-11,108,34
CCOC(=O)C1=C(C)NC(=O)NC1c1c(O)ccc2ccccc12 (stereo not drawn),-7,2,1,1.1,-3,1.1,-3,94,9
CC(=O)Nc1nc2c(c3c1c(=O)oc1ccccc13)CCCC2,3,-10,3,1.2,-4,1.1,4,125,14
OCC#CCSc1nnc(-c2ccccc2Br)o1,3,-5,3,1.1,3,0.99,-3,104,-10
